Screening data deposited in PubChem BioAssay by several laboratories.
Mdm2 ligase inh – MDM2-luciferase reporter signal enhancers, primary screen, MDM2 E3 ligase inhibitor project, cell-based, luminescence, 1536-well | E3 ubiquitin-protein ligase Mdm2 (Homo sapiens), Q00987 | 210,000 compounds, 0.11% hits | signal enhancement, % at 5 µM | cell-based MDM2 ubiquitination luciferase reporter, 2 h; 0 = plate control, 100 = twice control, blank-subtracted;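 active = signal enhancement of 30% or more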;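 note: luminescence tracks abundance of the self-degrading MDM2-luciferase fusion protein; higher signal means inhibition of MDM2 E3 ligase activity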
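Test system: mammalian cells stably expressing self-ubiquitinating, self-degrading MDM2 E3–luciferase fusion; Amount: 2000 cells in each well; Medium: DMEM; Schedule: 4 h settle plus 2 h compound, 37 °C; Technique: SteadyLite luciferase luminescence after 15 min room-temperature reagent incubation; Benchmarks: plate control and blank wells.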
Runt-SMMHC FRET – inhibitors of RUNX1 Runt–CBFb-SMMHC binding, primary screen, biochemical, FRET, Cerulean-Runt, Venus-CBFb-SMMHC, uHTS. Runt-related transcription factor 1 (Homo sapiens) + Core-binding factor subunit beta …. inhibition, % at 20 µM. 220,000 compounds, 0.74% hits. Cerulean-Runt/Venus-CBFb-SMMHC FRET ratio 530/480, 1 h. AID 1434, 2008;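 active = mean inhibition across duplicate retests at 20 µM reaching about 50%, limit read from the data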;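 note: 0% = DMSO wells and 100% = wells with excess untagged CBFb-SMMHC; inhibitors lower the FRET ratio by blocking Runt binding to CBFb-SMMHC; some results filed as inactive read as strong as hits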
EBV gp42 block – Epstein-Barr virus gp42 inhibitors, primary screen, biochemical, uHTS, fluorescence polarization; Fluorescence polarization binding assay, mP read-out; inhibition, % (tested at 21.74 µM); 220,000 compounds, 0.42% hits; AID 1085, 2008; in the data active = inhibition above about 50%
Target sequence (Q1HVG2 whole entry, looked up): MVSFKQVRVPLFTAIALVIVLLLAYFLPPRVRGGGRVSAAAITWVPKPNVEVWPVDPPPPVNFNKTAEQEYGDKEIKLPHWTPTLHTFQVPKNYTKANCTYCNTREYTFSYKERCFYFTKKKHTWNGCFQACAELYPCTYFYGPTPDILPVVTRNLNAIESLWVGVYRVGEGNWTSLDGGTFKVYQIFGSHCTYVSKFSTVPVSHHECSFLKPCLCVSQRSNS
Tb hexokinase – Trypanosoma brucei hexokinase 1 inhibitors, primary screen, biochemical, G6PDH-coupled NADH absorbance, MLSCN library; inhibition, % at 10 µM; hexokinase 1 [Trypanosoma brucei]; recombinant TbHK1, G6PDH-coupled NADH A340; 220,000 compounds, 0.11% hits;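 active = inhibition of 50% or more in the single-dose primary screen; inactive = inhibition below 50%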
Hck Nef HTS – inhibitors of Nef-activated human Hck kinase, primary screen, biochemical, Z-Lyte FRET, 384-well, Hck-YEEI; Tyrosine-protein kinase HCK (Homo sapiens), P08631; 220,000 compounds, 0.68% hits; AID 463187, 2010; Recombinant Hck-YEEI plus Nef, Z-Lyte FRET kinase assay; inhibition, % at 20 µM;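 active = Hck-Nef kinase inhibition above about 50%, limit read from the data; inactive = inhibition below that limit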;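 note: 0% = DMSO with Hck plus Nef and 100% = Hck alone without Nef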
Target sequence (P08631 whole entry, looked up): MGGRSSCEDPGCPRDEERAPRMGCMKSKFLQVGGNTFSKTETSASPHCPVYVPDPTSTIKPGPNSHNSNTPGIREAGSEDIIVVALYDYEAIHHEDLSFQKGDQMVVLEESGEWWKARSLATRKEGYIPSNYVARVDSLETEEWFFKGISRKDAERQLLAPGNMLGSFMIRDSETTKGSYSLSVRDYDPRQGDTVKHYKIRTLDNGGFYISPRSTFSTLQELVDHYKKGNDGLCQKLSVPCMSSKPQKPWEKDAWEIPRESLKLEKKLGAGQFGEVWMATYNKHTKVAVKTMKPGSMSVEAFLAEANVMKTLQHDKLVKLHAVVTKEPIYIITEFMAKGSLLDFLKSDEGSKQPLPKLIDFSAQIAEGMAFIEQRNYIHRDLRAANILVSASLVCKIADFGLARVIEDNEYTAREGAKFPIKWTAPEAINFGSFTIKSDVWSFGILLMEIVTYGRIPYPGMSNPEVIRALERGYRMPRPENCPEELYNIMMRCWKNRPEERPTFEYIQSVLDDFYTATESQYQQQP
NCF1 inh – p47phox/p22phox peptide binding inhibitors, primary screen, biochemical, uHTS, NADPH oxidase regulatory subunit | Neutrophil cytosol factor 1 (Homo sapiens), P14598 | fluorescence polarization, 2 h | inhibition, % at 24.7 µM | 220,000 compounds, 0.53% hits;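 active = inhibition above about 30%, limit read from the data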;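 note: 0% = p47phox with labelled peptide and 100% = labelled peptide alone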
zVAD death inh – inhibitors of zVAD-triggered necroptosis, primary screen, L929 cells; viability rescue, % at 10 µM; 220,000 compounds, 0.38% hits; AID 1377, 2008; L929 zVAD necroptosis rescue, ATP luminescence, 24 h; with zVAD 60 µM;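 active = activation, scaled between plate controls, above about 75%, limit read from the data; inactive = activation under that limit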;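 note: 0% = zVAD with DMSO and 100% = DMSO alone without zVAD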
14-3-3 Bad PPI – inhibitors of 14-3-3 zeta/Bad binding, primary screen, biochemical, TR-FRET, bovine 14-3-3 zeta | 220,000 compounds, 0.71% hits | TR-FRET 14-3-3zeta/Dy647-pBad peptide displacement, 1 h | AID 781, 2007 | inhibition, % at 21.7 µM | 14-3-3 protein zeta/delta (Bos taurus), P63103;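 active = inhibition above about 70%, limit read from the data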;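 note: 0% = full 14-3-3 plus peptide FRET controls and 100% = background without 14-3-3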
Target sequence (P63103 whole entry, looked up): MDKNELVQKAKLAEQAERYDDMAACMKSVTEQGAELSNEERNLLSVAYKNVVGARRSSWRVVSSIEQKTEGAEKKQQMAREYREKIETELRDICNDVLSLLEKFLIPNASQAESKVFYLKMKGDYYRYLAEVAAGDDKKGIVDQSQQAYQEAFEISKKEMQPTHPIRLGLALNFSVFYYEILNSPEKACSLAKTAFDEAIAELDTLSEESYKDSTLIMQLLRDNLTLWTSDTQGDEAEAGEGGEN
Runt-CBFb FRET – inhibitors of RUNX1 Runt–CBFb binding, primary screen, biochemical, FRET, Cerulean-Runt, Venus-CBFb, uHTS. Cerulean-Runt/Venus-CBFb FRET ratio 530/480, 1 h. inhibition, % at 20 µM. 220,000 compounds, 0.46% hits;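 active = inhibition over about 50% at 20 µM in the single-dose screen, limit read from the data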;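 note: 0% = DMSO wells and 100% = excess unlabeled CBFb competitor control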
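Assay system: Cerulean-tagged RUNX1 Runt domain (FRET donor) fusion protein / Amount: 100 nM each of Venus-CBFb and Cerulean-Runt domain / Medium: Tris buffer pH 7.5 with salts and BSA / Also added: Venus-CBFb 100 nM / Schedule: 1 h complex formation plus 1 h compound treatment, room temperature / Signal: FRET fluorescence / Read-out: loss of energy transfer signal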
* marks the source's active call; other numbers are inactive results; x = not tested or not shown; [ ] = dose if it differs, or a comment. Rows are unselected; any-hit rate near 3.2%.

SMILES	Mdm2 ligase inh	Runt-SMMHC FRET	EBV gp42 block	Tb hexokinase	Hck Nef HTS	NCF1 inh	zVAD death inh	14-3-3 Bad PPI	Runt-CBFb FRET
CC(C(=O)O)n1ncc2ccccc2c1=O (centres undefined)	-11	1	-12	-6	27	-5	0.9	4	1
COc1ccc(OCc2nnnn2-c2ccccc2)cc1	-16	3	-6	-5	2	-19	-0.2	4	1
O=C1CCCC2=C1C(c1ccccc1O)C1=C(CCCC1=O)O2	-53	-6	-11	42	1	6	-0.2	-13	0
Cc1ccc(S(=O)(=O)N2CCN(Cc3nc4sc(C)c(C)c4c(=O)[nH]3)CC2)cc1	-2	-2	-13	-6	-2	5	1.2	-3	-4
COC(=O)C1=C(C)N(C2CCCC2)C(=O)C1(NC(C)=O)C(F)(F)F (centres undefined)	-6	-5	4	1	-1	-4	-0.1	-12	1
C/C(=N/NC(=O)CNC(=O)Cc1ccc(Cl)cc1)c1ccco1	-13	-2	-6	-1	41	2	-0.8	-15	1
O=C(Nc1ccc(F)cc1)C(c1ccccc1)N1CCN(S(=O)(=O)c2c(F)cccc2F)CC1 (centres undefined)	-6	4	-17	5	1	-45	0.0	-17	-2
O=C(CSc1nnc2c(n1)[nH]c1ccccc12)OCc1ccccc1	2	-1	-19	-2	6	-13	0.5	11	1
CC(C)CC(=O)Nc1ccnc(-c2ccncc2)n1	-13	-1	0	-1	24	2	1.9	-9	0
COc1ccc(Nc2nnc(Cc3ccc(Cl)cc3)c(=O)[nH]2)c(OC)c1	8	1	-5	-1	-2	-7	4.7	1	2
CCOC(=O)C(=CNc1ccccc1C)C(=O)OCC	-15	3	0	-23	4	10	0.5	4[fluorescence artefact?]	-1
CCCCNC(=S)NNC(=O)c1ccc(Br)o1	-16	-1	-13	-8	1	-3	0.4	3	2
CCOC(=O)c1ccccc1NC(=O)C1COc2ccccc2O1 (centres undefined)	-19	0	7	6	0	-2	0.2	-5	-2
O=C(NCc1ccccc1)NC1(C(=O)N2CCN(c3ccccc3)CC2)CCCCC1	-12	2	-15	-3	-1	-5	0.3	2	0
COc1ccc(N2CCN(C(C)=C3C(=O)c4ccccc4C3=O)CC2)cc1	-9	-1	-1	-21	-9	-4	2.1	-6	2
Oc1ccc(-c2csc(Nc3ncccn3)n2)cc1O	-10	35	-1	-1	37	3	79*	-7	50*
COc1ccc(OCC(=O)O/N=C(\N)Cc2cccs2)cc1	-1	-1	-7	37	4	-2	0.6	-11	2
COc1ccc(NC(=O)Cc2ccc(Cl)cc2)cc1NC(=O)c1ccco1	7	0	-2	-3	-2	-16	0.1	-4	2
Fc1ccc(-c2cnc(-c3cccs3)o2)cc1	-19	-12	-16	-5	2	-3	68	-2	-3
Cc1cccc(N=C/C(C(=O)C(F)(F)F)=C(\O)c2ccco2)c1	-10	3	-2	-25	0	-26	-1.5	-2	0

Quoted at random: 3 compounds from above.
SMILES	Mdm2 ligase inh	Runt-SMMHC FRET	EBV gp42 block	Tb hexokinase	Hck Nef HTS	NCF1 inh	zVAD death inh	14-3-3 Bad PPI	Runt-CBFb FRET
O=C(NCc1ccccc1)NC1(C(=O)N2CCN(c3ccccc3)CC2)CCCCC1	-12	2	-15	-3	-1	-5	0.3	2	0
CCOC(=O)c1ccccc1NC(=O)C1COc2ccccc2O1 (centres undefined)	-19	0	7	6	0	-2	0.2	-5	-2
CCCCNC(=S)NNC(=O)c1ccc(Br)o1	-16	-1	-13	-8	1	-3	0.4	3	2

More entries
SMILES	Mdm2 ligase inh	Runt-SMMHC FRET	EBV gp42 block	Tb hexokinase	Hck Nef HTS	NCF1 inh	zVAD death inh	14-3-3 Bad PPI	Runt-CBFb FRET
Cc1nc(-c2ccccc2)sc1C(=O)CSc1ccc(F)cc1	-4	-2	2	-9	1	-28	-0.1	-12	0
O=C1NC(=O)/C(=C\c2ccccc2OCc2ccccc2)S1	-17	-10	-3	-16	-5	-1	2.8	6	-4
CC(Oc1ccccc1)c1nnc(N)s1 (centres undefined)	x	0	-9	-6	8	-11	0.9	-6	1
CCCNC(=O)NS(=O)(=O)c1cnccc1Sc1ccc(Cl)cc1	-12	5	1	-1	0	-22	0.2	19	-2
Cc1cc(C(=O)COC(=O)CCCN2C(=O)c3ccccc3C2=O)c(C)n1C	-20	5	-13	-6	3	1	0.0	11	0
Cc1ccc(-n2c(SCC(N)=O)nc3c(c2=O)C2(CCCC2)Cc2ccccc2-3)cc1	-4	0	11	11	5	-13	0.4	5	0
O=C(Oc1ccc2c(=O)c(Cl)coc2c1)c1cccnc1	-27	-7	5	-23	1	3	0.1	11[fluorescence artefact?]	-3
COc1ccc(/C=N/NC(=O)c2ccc3ccccc3c2)cc1OS(=O)(=O)c1ccc(NC(C)=O)cc1	-17	-5	3	-23	0	-8	0.6	6	x
O=C(CCc1nnc(C2CCCCC2)o1)N1CCN(C2CCCCC2)CC1	x	-2	1	7	-7	-5	-0.4	-3	0
O=C(/C=C/c1cccc([N+](=O)[O-])c1)N1CCN(S(=O)(=O)c2cccs2)CC1	-58	-2	-8	0	7	-12	0.1	-11	1
O=C(CSc1nnc(-c2ccccc2)n1-c1ccccc1)c1ccc[nH]1	-20	-1	-2	-2	-1	4	-0.3	-3	-2
O=C(COc1ccc(Cl)cc1Cl)NC(=S)Nc1ccccc1C(=O)O	-6	-3	4	3	14	-3	25	-4	-1
C=CCn1c(SCc2nc3ccccc3nc2C)nnc1-c1ccoc1C	-12	2	-10	-11	1	-6	0.1	-2	6
C/C=C/C(=O)Nc1cccc(C2=NOC3(C2)C[C@@H](C(N)=O)N(C(=O)c2cc([N+](=O)[O-])cc([N+](=O)[O-])c2)C3)c1 (some centres undefined)	7	-2	-19	-12	19	0	0.4	3	1
Cc1ccc(-c2ccc(/C=C/C(=O)c3ccccc3)o2)cc1	-7	22	-33	15	1	-3	-0.2	-6	28
CCOC(=O)c1nc(Nc2ccc(C(C)=O)cc2)c2ccccc2n1	-6	-4	-17	-41	21	-5	0.8	1	-2
Cc1ccc(S(=O)(=O)N(CC(O)CN2CCOCC2)c2cc(Cl)ccc2Cl)cc1 (centres undefined)	-18	2	1	-8	1	-6	0.0	-10	1
Cc1ccc(S(=O)(=O)N/N=C\c2ccc([N+](=O)[O-])o2)cc1	7	2	-25	-3	0	-20	-0.3	2	4
Cc1csc(NC(=O)C2CCCO2)n1 (centres undefined)	1	1	-12	-3	-1	-12	-0.1	-3[fluorescence artefact?]	-1
O=C(Nc1cccc(Cl)c1)N1CCC(CO)(CCOc2ccccc2)CC1	1	1	4	-8	7	-9	1.9	-5	0
Cc1cnc(NC(=O)Cc2cccs2)s1	0	-7	-19	-1	18	-16	1.1	-19	1
CCOC(=O)c1sc(N)c(C#N)c1COC(=O)CNC(=O)c1cc(OC)c(OC)c(OC)c1	-16	-11	-93	-12	5	-30	2.2	-6[fluorescence artefact?]	-2
O=C1CN(c2nnnn2-c2ccccc2)CCN1	-1	-9	5	0	0	-17	0.2	6	-1
CCCc1nc2oc(C(=O)c3ccccc3)c(N)c2c2c1COC(C)(C)C2	-13	15	-1	-17	12	-7	3.5	-22	1
CCCC(=O)Nc1ccc(C=C(C(C)=O)C(C)=O)cc1	-17	-3	-2	-65	0	5	-1.3	1	0
COC(=O)C1=CN(Cc2cccs2)C=C(C(=O)OC)C1c1cccc(Cl)c1	-8	85*	10	-5	59*	-5	-0.6	5	37
CS(=O)(=O)Nc1ccccc1C(=O)N1CCCC1	-9	0	-9	-3	1	-18	-0.6	0[fluorescence artefact?]	2
Cc1cc(C)nc(SCc2ccc(C(=O)N/N=C/c3ccco3)cc2)n1	-15	1	-22	-7	48	5	4.2	-15	1
O=C(NCc1ccc2c(c1)OCO2)c1ccccc1	-1	-3	4	2	-11	-2	1.9	6	0
O=C(CCl)NNc1cccc(Cl)n1	-14	0	8	-2	1	17	0.0	8	3
COC(=O)c1ccc(COC(=O)CNS(=O)(=O)c2ccccc2)cc1	-92	0	-19	7	11	-6	0.0	-8	0
O=C(CSc1nnc(-c2n[nH]c3ccccc23)n1-c1ccccc1)Nc1cccc(Cl)c1	2	1	-8	-5	3	-15	0.2	1[fluorescence artefact?]	-1
CCOc1ccc(S(=O)(=O)N(C)c2ccc(OCC(=O)N3CCOCC3)cc2)cc1	-1	0	-15	-3	2	-11	1.8	-1	3
COC(=O)c1ccc(N/C(=N/S(=O)(=O)c2ccccc2)c2ccccc2)cc1	-3	1	-10	-12	0	-10	-0.5	7	0
COc1ccc(Cl)cc1N1C(=O)[C@@H]2C(c3cccc(OC)c3OC)=NO[C@@H]2C1=O	-9	1	-18	5	0	-6	-0.3	-1[fluorescence artefact?]	-3
C=C(C)c1cccc(C(C)(C)NC(=O)NC(c2ccccc2)c2ccc(OC)cc2)c1 (centres undefined)	-8	1	-8	28	3	-7	-0.9	1	3
COc1ccc(CNC(=O)c2cc3c(=O)n4ccccc4nc3n(Cc3cccnc3)c2=N)cc1	4	150*	13	-20	7	10	-0.3	-2	72*
COc1cccc(NC(=O)C2CCN(Cc3cnn(-c4ccccc4)c3-n3cccc3)CC2)c1	7	-6	5	8	3	-8	-0.1	-7	0
CC[C@]1(O)CC2CN(CCc3c([nH]c4ccccc34)[C@@](C(=O)OC)(c3cc4c(cc3OC)N(C=O)[C@H]3[C@@](O)(C(=O)OC)[C@H](OC(C)=O)[C@]5(CC)C=CCN6CC[C@]43[C@@H]65)C2)C1 (some centres undefined)	-3	-1	-10	-5	29	-5	-1.2	-5	-1
Fc1ccc(-c2n[nH]c(=S)n2-c2ccc3c(c2)OCCO3)cc1	-2	16	-2	-1	20	6	2.6	-4	2
O=C1C2C3C=CC(C3)C2C(=O)N1Nc1c(Cl)cc(Cl)cc1Cl (centres undefined)	-89	0	5	5	17	-8	-1.1	3	1
CCOP(=O)(c1ccccc1)C(O)c1ccc(F)cc1 (centres undefined)	x	0	-11	-4	0	-1	1.4	-6[fluorescence artefact?]	-2
Cc1ccc(S(=O)(=O)N/N=c2\oc3ccccc3cc2C(=O)Nc2cccc(C)c2)cc1	1	-3	-2	24	4	-9	0.6	1[fluorescence artefact?]	1
